# Compound activity deposited in PubChem by several laboratories.
# MCL1 BIM primary – inhibitors of human MCL1 binding to BIM-BH3 peptide | inhibition, % at 10.9 µM | 320,000 compounds, 0.68% hits | AID 2057 | GST-MCL1 / FITC-Bim-BH3 fluorescence polarization;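 active = inhibition above the mean inhibition of all tested compounds plus 3 SD, set per campaign, cut at about 40% in these data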;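 also: 0% = DMSO wells and 100% = unlabeled Bim-BH3 peptide control; higher means more loss of mP so more displacement of Bim peptide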
# Target sequence (Q07820 whole entry, looked up): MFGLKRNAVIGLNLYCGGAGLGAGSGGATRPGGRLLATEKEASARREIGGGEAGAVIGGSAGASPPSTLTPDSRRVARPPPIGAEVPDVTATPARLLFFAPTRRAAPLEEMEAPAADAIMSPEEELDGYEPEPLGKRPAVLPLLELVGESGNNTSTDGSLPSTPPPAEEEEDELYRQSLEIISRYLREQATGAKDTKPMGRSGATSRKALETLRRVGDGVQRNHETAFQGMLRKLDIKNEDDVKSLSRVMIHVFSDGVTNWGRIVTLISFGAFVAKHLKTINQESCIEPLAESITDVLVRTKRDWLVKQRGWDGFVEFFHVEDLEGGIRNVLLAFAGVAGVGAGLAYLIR
# MEX-5 binding – C. elegans MEX-5 TCR-2 RNA binding activity; activity score (negative = inhibition of binding), % at 10 µM; Q9XUB2; 300,000 compounds, 0.38% hits; MEX-5/FITC-TCR2 RNA binding, fluorescence polarization; active compounds read low; AID 1832;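 active = inhibition past about -25% in most replicates, and total fluorescence under double the plate's negative control median, limit read from the data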;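 also: 0% = DMSO and -100% = 5 µM competing unlabeled TCR2 RNA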
# Efflux pump inh – blocks antifungal efflux pumps in multiplex yeast assay. S. cerevisiae Candida pump triplex, Nile Red efflux. inhibition, % at 10 µM. 330,000 compounds, 0.44% hits. AID 485275;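 active = plate passing quality check with inhibition over a set limit, or well fluorescence over plate mean plus 4 SD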;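 also: Nile Red retained in pooled yeast measured as flow cytometry median fluorescence; 0% = buffer negative control and 100% = Enniatin B positive control; higher means more Nile Red kept so more efflux inhibition; some compounds called inactive have numbers as strong as hits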
# PME-1 inh – blocks human protein phosphatase methylesterase 1 | recombinant PME-1, FP-Rh probe fluorescence polarization | inhibition, % at 5.9 µM | 320,000 compounds, 0.53% hits | AID 2130;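 active = inhibition above the campaign mean of all compounds plus 3 SD, cut at about 26% in these data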;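 also: competitive labeling of PME-1 active site by serine hydrolase directed probe; 0% = PME-1 with DMSO and 100% = wells lacking PME-1 enzyme; inhibitors block probe labeling so polarization falls and inhibition rises; many of its hits are not listed in these tables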
# BCLXL inh – Bcl-xL (human) inhibition. GST-Bcl-xL / FITC-Bim BH3 peptide fluorescence polarization. inhibition, % at 10.9 µM. 320,000 compounds, 0.7% hits;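 active = inhibition above the mean of all tested compounds plus 3 SD, cutoff set per campaign, cut at about 30% in these data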;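 also: 0% = DMSO wells and 100% = unlabeled Bim-BH3 peptide competitor; inhibitors lower millipolarization by displacing the labeled peptide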
# Target sequence (Q07817 whole entry, looked up): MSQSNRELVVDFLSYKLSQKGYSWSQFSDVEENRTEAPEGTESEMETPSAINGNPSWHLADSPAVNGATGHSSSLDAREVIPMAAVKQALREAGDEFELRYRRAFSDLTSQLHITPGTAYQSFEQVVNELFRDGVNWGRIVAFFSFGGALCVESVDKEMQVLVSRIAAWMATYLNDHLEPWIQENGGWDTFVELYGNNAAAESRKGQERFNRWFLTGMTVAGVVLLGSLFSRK
# VLA-4 inh – inhibition in a human VLA-4 binding assay | P13612 | VLA-4 expressing cells, ligand binding flow cytometry | inhibition, % (about 7 µM as worked out from the volumes in the protocol) | 330,000 compounds, 0.2% hits | AID 2557; in the data active = inhibition above about 50%
# Fam108B counter – counter-screen for RBBP9 inhibitors: inhibitors of mouse Fam108B. AID 1947. 300,000 compounds, 0.33% hits. inhibition, % at 9.51 µM. recombinant Fam108B, FP-Rh probe fluorescence polarization;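 active = inhibition above the screen mean inhibition plus 3 SD, computed separately per campaign, cut at about 18% in these data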;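 also: inhibitors lower polarization as less probe binds the enzyme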
# GRK2 aptamer HTS – inhibitors of human GRK2 displacing RNA aptamer; P25098; inhibition of aptamer binding, % at 10 µM; bead flow cytometry, FAM-aptamer displacement from GRK2; 330,000 compounds, 0.59% hits;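 active = inhibition of aptamer binding above 40%, roughly 3 SD of noise, on plates passing a quality check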;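 also: median bead fluorescence of bound FAM aptamer so fluorescent compounds give negative values; no value below 0 was filed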
# GLD-1 RNA inh – GLD-1-TGE RNA interaction inhibition (C. elegans); purified GLD-1 + fluorescein TGE RNA, fluorescence polarization; 320,000 compounds, 0.44% hits; AID 2280; inhibition, % at 5.96 µM;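 active = percent inhibition above a per-plate cutoff, the plate mean of test compounds plus 3 SD, cut at about 30% in these data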;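 also: 0% = DMSO wells with GLD-1 and probe and 100% = wells lacking GLD-1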
# Target sequence (Q17339 whole entry, looked up): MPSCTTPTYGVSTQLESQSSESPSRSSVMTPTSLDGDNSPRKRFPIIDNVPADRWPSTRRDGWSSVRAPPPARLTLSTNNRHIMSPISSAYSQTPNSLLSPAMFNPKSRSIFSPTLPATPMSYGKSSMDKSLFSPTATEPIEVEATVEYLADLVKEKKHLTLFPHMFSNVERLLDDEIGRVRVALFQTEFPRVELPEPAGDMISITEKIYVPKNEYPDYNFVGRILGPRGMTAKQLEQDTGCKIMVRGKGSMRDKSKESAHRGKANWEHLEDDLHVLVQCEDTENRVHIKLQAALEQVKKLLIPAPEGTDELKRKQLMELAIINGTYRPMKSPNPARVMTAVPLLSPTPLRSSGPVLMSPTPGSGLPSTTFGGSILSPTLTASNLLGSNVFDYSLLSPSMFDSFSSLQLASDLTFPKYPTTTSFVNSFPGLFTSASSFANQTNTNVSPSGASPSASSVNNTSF
# An asterisk follows results filed as active; x = not tested or not shown; & = joins results of further samples. These rows are one share of the data, so the mix of outcomes need not match the whole.
SMILES,MCL1 BIM primary,MEX-5 binding,Efflux pump inh,PME-1 inh,BCLXL inh,VLA-4 inh,Fam108B counter,GRK2 aptamer HTS,GLD-1 RNA inh
N#CCCn1cc(C(=O)Nc2ccccc2Br)c(-c2ccc([N+](=O)[O-])cc2)n1,3,0.1,-0.4,3,7,9,-4,4,4
COc1ccc(Cl)cc1N=Cc1c(O)n(C)c(=O)n(C)c1=O,0,-1.9,-0.1,-4,6,6,2,1,3
Oc1ccc(/C=N/NP(=S)(c2ccccc2)c2ccccc2)cc1O,7,-1.3,-0.2,0,6,6,5,2,1
O=C(CN1CCOCC1)c1ccc(Br)cc1,-1,-1.0,0.2,1,2,11,-2,5,-7
CC1CN(O)C2CCc3c(no[n+]3[O-])C12O (centres undefined),-3,-2.3,0.0,-1,-4,9,-2,0,8
CC(C)OC1CCCC(O)C1CC(=O)O (centres undefined),-2,0.5,0.0,-4,5,-18,4,1,2
N=c1sccn1Cc1ccc(Cl)cc1Cl,7,0.4,0.0,-3,4,11,0,1,1
Oc1ccc2c3c1O[C@H]1[C@@H](O)CC[C@@]4(O)[C@@H](C2)N(CC2CCC2)CC[C@]314,0&0,3.5,0.0&0.1,-8&-3,-1&13,15&-9,3&0,5&0,4&8
O=Cc1cn(Cc2cccc([N+](=O)[O-])c2)c2ccccc12,1,0.0,-0.2,0,3,2,-6,0,6
O=c1c2ccccc2[nH]c(=S)n1-c1ccc(Br)cc1,0,2.2,0.0,-10,0,-12,-6,0,0
Ic1ccccc1CN[C@@H]1C2CCN(CC2)[C@@H]1C(c1ccccc1)c1ccccc1,4,x,0.1,-2,7,2,-2,0,0
COc1ccc(NP(=O)(Oc2ccccc2OC)Oc2ccccc2OC)cc1,4,1.3,0.2,-2,4,-15,0,2,2
CC1(C)C2([N+](=O)[O-])CN3CN(C2)CC1([N+](=O)[O-])C3,0,0.5,0.0,-2,4,9,-2,0,8
COC(=O)C1=C(c2ccc(C(C)=O)cc2)C[C@@H]2CC[C@H]1N2C(=O)NCc1ccc(F)cc1,-3,x,0.1,-3,-5,11,x,0,2
CCCNC(=O)N1[C@H]2CC[C@@H]1C(C(=O)OC)=C(c1ccc(OC)c(OC)c1)C2,3,x,-0.1,-7,1,4,x,0,0
CC(C)(C)NS(=O)(=O)c1ccc(OCC(=O)N2CCN(Cc3ccccc3)CC2)cc1,6,0.2,0.3,-3,5,-3,-2,2,5
Cc1cc(NC(=O)CCl)nn1C,3,2.8,0.1,1,4,2,1,0,1
CSc1ccc(CN2CCN(C(=O)COc3cccc(C)c3)CC2)cc1,-4,-1.4,0.7,-6,2,-9,-6,2,4
O=C1Nc2ccccc2C(c2ccccc2)=NC1O (centres undefined),-7,1.5,-0.1,-1,-3,-420,1,2,0
CN(C)c1ccc(/C=C/C=C/c2sc3ccccc3[n+]2C)cc1,-5,-6.8,-0.1,-40,-10,-331,-15,0,-12
CC(=O)NC(Cc1ccc(N(CCCl)CCCl)cc1)C(=O)O (centres undefined),-1,1.1,0.0,2,6,10,2,0,-6
c1cc(CNCCc2ccc3c(c2)OCO3)ccn1,9,-2.9,-0.1,1,3,0,-1,2,3
CCC(NC(=O)OC(C)(C)C)C(=O)Oc1cc(C)cc2oc(=O)c3c(c12)CCC3 (centres undefined),-1,0.2,-0.1,1,3,-20,0,2,1
COc1ccc(CC(=O)N2CCN(C)CC2)cc1OC,-1,2.1,0.1,-3,4,31,0,0,-1
O=C(c1ccc(F)c([N+](=O)[O-])c1)N1CC2CC(C1)c1cccc(=O)n1C2 (centres undefined),2,2.5,0.1,-6,1,11,3,34,5
CCCC(=O)OCC[N+](C)(C)C,2,-0.6,-0.1,1,1,2,-3,2,7
CC(C)CCCn1c(O)c(/C=C2/C=CC=N2)c(=O)[nH]c1=O,-38,-3.7,0.1,-4,-23,4,-10,8,-25
Cc1ccc(/C=C2\C(=O)NC(=O)N(Cc3ccccc3Cl)C2=O)o1,-3,-2.0,0.0,-10,-4,26,-2,1,-28
CC1=CC(=O)OC2CC3OC4C[C@@H](C)C5OC6CC7O[C@]8(C)C/C=C\C9OC%10CC%11OC(CC(C)CO)CC(O)[C@]%11(C)OC%10CC9OC8C[C@]7(C)O[C@]6(C)CCC5OC4C[C@]3(C)OC12 (some centres undefined),-1,3.3,1.4*,-1,-3,-5,4,3,-2
Cc1cc(C)cc(-n2c(C)cc(/C=C3\C(=O)NC(=O)N(C)C3=O)c2C)c1,-2,-1.6,0.2,4,8,1,8,1,1
CC(C)c1ccc(N2C(=O)NC(=O)/C(=C\c3cnc(-c4ccccc4)nc3)C2=O)cc1,-3,-3.8,0.1,0,-2,27,5,0,-20
COc1ccc(CCNC2CCCCC2)cc1,-3,1.1,0.1,0,-1,12,-1,0,-5
Cc1cc(/C=C2\C(=O)NC(=O)N(Cc3ccccc3)C2=O)c(C)n1C1CC1,67*,-58*,0.0,2,-2,7,3,0,0
NC(=O)c1ccc(N=Nc2c(O)[nH]c(=O)[nH]c2=O)cc1,9,-13,-0.1,-10,4,5,0,3,0
NC(=O)c1c(NC(=O)c2ccc(S(=O)(=O)N(CCCl)CCCl)cc2)sc2c1CCCCC2,3,x,-0.3,-2,3,38,-3,0,4
OC(c1ccccc1)(c1ccccc1)c1ccncc1,-1,-0.6,0.1,-1,0,7,-1,0,1
COC(=O)CNC(=O)c1cn(CCC#N)nc1-c1ccc(F)cc1,-22,0.4,0.2,-6,-10,3,-9,7,2
O=[N+]([O-])[N-][n+]1cnn(Cc2ccccc2)c1,-5,0.0,0.0,7,3,16,4,4,-3
COc1ccc(NP(=O)(Oc2ccc(Cl)cc2)Oc2ccc(Cl)cc2)cc1OC,-4,1.3,0.7,7,1,6,5,0,3
CCCCn1c(O)c(C(CC)=NC(C)c2ccccc2)c(=O)[nH]c1=O (centres undefined),10,1.1,0.0,0,5,13,5,1,-2
N#C/C(=C(/O)c1ccc(S(=O)(=O)N(CCCl)CCCl)cc1)c1nc2ccccc2[nH]1,2,0.5,-0.1,-1,3,3,-13,1,4
COC(=O)COc1ccc(/C=C2\C(=O)NC(=S)N(c3ccc(C)cc3)C2=O)cc1OC,10,-1.2,0.1,-9,0,3,-2,0,2
CCOC(=O)C(O)(c1ccc(N(C)C(=O)c2ccc(Cl)c(Cl)c2)cc1)C(F)(F)F (centres undefined),4,-5.5,0.5,6,3,18,7,0,3
CN1CCN(c2nc([N+](=O)[O-])nn2C)CC1,8,-2.5,-0.2,-4,1,-2,-1,1,1
CN1CCN(c2c[nH]c(=O)[nH]c2=O)CC1,9,-2.6,-0.1,-1,0,-2,-3,0,6
COc1ccc(OC)c(-n2c(O)c(C=NCc3ccc4c(c3)OCO4)c(=O)[nH]c2=O)c1,2,-0.5,-0.1,-8,3,-1,-1,3,2
C=CCn1c(O)c(C(CC)=NCc2cc(OC)cc(OC)c2)c(=O)[nH]c1=O,4,0.1,0.0,-2,8,1,2,5,8
COc1ccc(OC)c(-n2c(O)c(C=Nc3c(C)n(C)n(-c4ccccc4)c3=O)c(=O)[nH]c2=S)c1,-12,-2.8,0.1,5,-11,-10,-4,3,-11
COc1ccc(-n2c(C)nc3cc(C(=O)N4CCC5(CC4)OCCO5)ccc32)cc1,-1,0.8,0.1,4,-2,9,0,0,1
c1ccc(CNCCc2ccc3c(c2)OCO3)nc1,-7,0.7,0.0,-7,3,25,-10,10,23
# Following part:
SMILES,MCL1 BIM primary,MEX-5 binding,Efflux pump inh,PME-1 inh,BCLXL inh,VLA-4 inh,Fam108B counter,GRK2 aptamer HTS,GLD-1 RNA inh
NCCCP(=O)(O)CCc1ccccc1,-1,0.6,0.0,-5,1,12,-3,1,2
CCOC(=O)C1(c2ccccc2)CCN(CC(=O)Nc2ccc(C)cc2)CC1,-3,1.1,0.1,0,7,12,2,0,0
O=C1NC(=O)C2(Cc3ccccc3N3CCCC32)C(=O)N1Cc1ccccc1 (centres undefined),3,1.1,0.3,-3,11,-39,4,0,8
c1cc2c(cc1CN1CCNCC1)OCO2,0,1.3,-0.3,-7,7,-2,7,0,2
CCOc1cc2c(cc1OCC)-n1cccc1C(c1ccc(OC)c(OC)c1)NC2 (centres undefined),-1,0.0,0.0,-6,3,17,5,0,8
N#C/C=C/C#N,0,x,0.0,1,6,4,x,0,5
CCC(=NCCc1ccccc1)c1c(O)n(C)c(=O)n(C)c1=O,1,-0.4,0.3,11,2,17,0,0,9
CCCCCCn1c(=O)c(C(=O)Nc2ncccc2O)c(O)c2ccccc21,4,2.7,-0.2,-1,-6,0,1,0,5
Cc1cc(C)nc(/N=C(\N)c2c(O)[nH]c(=O)[nH]c2=O)n1,4,-2.5,0.1,0,4,-3,0,4,-2
CCCCN1C(=O)/C(=C/c2ccc(N(C)C)cc2)C(=O)N(Cc2ccco2)C1=O,-96,-2.0,0.1,-28,-79,-4,-20,0,-101
Cc1ccc(CN2CCN(C)CC2)c(C)c1,-4,x,-0.1,9,5,1,-5,0,1
CC(C)(C)C(=O)O[C@H]1CC[C@@]2(C)C(=CC(=O)C3C2CC[C@]2(C)C(=O)CCC32)C1 (some centres undefined),x,x,0.1,x,x,20,x,1,-6
Cc1nc2cc(F)ccc2n1C1CCN(Cc2nnnn2CCc2ccccc2)CC1,2,1.2,0.1,-4,6,29,2,1,-3
O=c1[nH]c(=O)n(-c2ccccc2)c(O)c1/C=C1/C(c2ccccc2)=Nc2ccccc21,-11,-6.5,0.1,0,1,-5,-2,8,0
O=C1CCN(C(=O)CCCn2c(=O)oc3ccccc32)CC1,-2,0.2,0.0,4,0,-2,3,0,4
CCN1CCN(C(c2cccs2)C(C)NC(=O)Oc2ccccc2)CC1 (centres undefined),7,2.8,-0.1,2,-1,12,5,0,2
CCOc1ccccc1Oc1coc2cc(OC(=O)N(C)C)ccc2c1=O,7,1.7,-0.1,-2,0,-14,5,0,-4
NP(=O)(OCCCc1ccccc1)Oc1ccccc1 (centres undefined),1,-0.4,0.3,-8,0,32,5,1,-5
O=C1NC(=O)C(=Cc2csc3ccccc23)C(=O)N1,-3,6.4,-0.2,4,-5,8,0,3,-10
CCC1(C)CN(S(=O)(=O)OCC(Cl)(Cl)Cl)C(=O)N1 (centres undefined),2,-2.2,0.0,-8,0,1,-3,0,-1
COP(=O)(OC)C1(O)C(=O)Nc2ccc(Br)cc21 (centres undefined),6,0.9,0.1,3,6,38,-4,0,1
COc1ccc(N=Cc2c(O)n(C)c(=O)n(C)c2=O)cc1,4,1.1,-0.1,1,7,-2,-5,1,4
COC(=O)C1=C(c2ccccc2OCc2ccccc2)C[C@@H]2CC[C@H]1N2C(=O)NCCCOC(C)C,6,x,-0.2,-3,7,-5,x,0,-7
CCOCN(C(=O)CCl)c1c(C)cccc1CC,2,0.4,0.0,-7,0,16,0,7,-3
CCOC(=O)C(O)(c1ccc(N(CC)S(=O)(=O)c2ccc(C)cc2)cc1)C(F)(F)F (centres undefined),-9,1.4,0.0,-3,0,-5,0,0,0
CN(C)C(=O)Oc1cccc(NC(=O)N2CCOCC2)c1,4,0.1,0.1,-4,-2,16,1,0,3
